# FXIa inh: human FXIa protease inhibitors, primary screen, biochemical, 1536-well; purified FXIa, Boc-Glu-Ala-Arg-AMC fluorogenic substrate; inhibition, % at 5 µM; 220,000 tested, 0.14% active; AID 798, 2007;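 active = inhibition of at least 40%; inactive = inhibition below 40%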;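 note: fluorescence of freed AMC excited at 355 nm; 0% = enzyme without compound and 100% = no enzyme blank; many of its hits are not listed in these tables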
# FXIIa inh: human FXIIa protease inhibitors, primary screen, biochemical, 1536-well; purified FXIIa, Boc-QGR-AMC fluorogenic substrate, 2 h; inhibition, % at 5 µM; 220,000 tested, 0.3% active; AID 800, 2007; in the data active = inhibition above about 40%;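 note: 0% = enzyme with no compound and 100% = blank without enzyme; many of its hits are not listed in these tables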
# PPC-1+TRAIL kill: compounds killing PPC-1 cancer cells with TRAIL present, primary screen, TRAIL potentiator project, ATPLite luminescence, uHTS; PPC-1 cells + TRAIL, ATPLite viability luminescence; cell killing (% activity), % at 4 µM; 220,000 tested, 0.41% active; AID 1443, 2008;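 active = cell killing above 50% in the first pass at 4 µM, then a duplicate retest at 5 µM averaging 50% or more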;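 note: plate controls were cells with TRAIL plus DMSO for no effect and medium-only wells lacking cells for full effect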
# Wee1 stabilizer: Wee1 degradation inhibitors, primary screen, cell-based, HeLa, Wee1K328M-luciferase, luminescence | 220,000 tested, 1.2% active | Wee1-like protein kinase (Homo sapiens), P30291 | reporter increase, % at 5 µM | HeLa Luc-Wee1K328M stability; 100% = proteasome inhibitor MG132 effect;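 active = activation above the mean of all tested compounds plus 3 SD, set per screening run, cut at about 8.8% in these data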;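 note: cells exposed to compound for 20 h before luminescence read; 0% = DMSO alone and 100% = MG132 at 30 µM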
# Target sequence (P30291 whole entry K328M): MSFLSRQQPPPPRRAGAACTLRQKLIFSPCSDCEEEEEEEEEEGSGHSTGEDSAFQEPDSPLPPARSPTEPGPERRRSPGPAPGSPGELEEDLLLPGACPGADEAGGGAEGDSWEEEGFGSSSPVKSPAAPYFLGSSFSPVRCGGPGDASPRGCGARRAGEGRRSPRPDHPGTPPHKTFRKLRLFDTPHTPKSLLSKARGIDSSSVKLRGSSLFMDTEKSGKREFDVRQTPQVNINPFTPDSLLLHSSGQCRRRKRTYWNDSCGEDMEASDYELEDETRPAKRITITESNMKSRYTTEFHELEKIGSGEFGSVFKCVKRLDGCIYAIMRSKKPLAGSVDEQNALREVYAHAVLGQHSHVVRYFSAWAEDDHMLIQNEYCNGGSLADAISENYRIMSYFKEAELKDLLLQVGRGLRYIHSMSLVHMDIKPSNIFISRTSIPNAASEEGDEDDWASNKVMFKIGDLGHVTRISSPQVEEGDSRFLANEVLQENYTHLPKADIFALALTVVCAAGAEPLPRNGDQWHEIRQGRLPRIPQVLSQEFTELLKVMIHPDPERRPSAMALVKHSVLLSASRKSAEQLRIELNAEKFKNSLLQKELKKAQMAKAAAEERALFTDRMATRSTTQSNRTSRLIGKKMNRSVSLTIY
# CHOP inhibitor: inhibitors of CHOP promoter induction, primary screen, cell-based, unfolded protein response, luciferase reporter. CHO-K1 CHOP-promoter luciferase, tunicamycin-induced, 15-18 h. inhibition, % at 10 µM. 220,000 tested, 3.8% active;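 active = compounds that reduced the stress-induced luciferase reporter signal by more than about 70% of percent inhibition, limit read from the data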;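 note: 0% = tunicamycin plus vehicle and 100% = wells without tunicamycin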
# Tb hexokinase: Trypanosoma brucei hexokinase 1 inhibitors, primary screen, biochemical, G6PDH-coupled NADH absorbance, MLSCN library; hexokinase 1 [Trypanosoma brucei]; recombinant TbHK1, G6PDH-coupled NADH A340; inhibition, % at 10 µM; 220,000 tested, 0.11% active; AID 1430, 2008;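 active = inhibition of 50% or more in the single-dose primary screen; inactive = inhibition below 50%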
# zVAD death inh: inhibitors of zVAD-triggered necroptosis, primary screen, L929 cells | L929 zVAD necroptosis rescue, ATP luminescence, 24 h; with zVAD 60 µM | viability rescue, % at 10 µM | 220,000 tested, 0.38% active;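 active = activation, scaled between plate controls, above about 75%, limit read from the data; inactive = activation under that limit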;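 note: 0% = zVAD with DMSO and 100% = DMSO alone without zVAD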
# TNF death inh: inhibitors of TNF-alpha triggered necroptosis, primary screen, cell-based, Jurkat FADD-/-, single concentration. activation (protection from cell death), % at 10 µM. 220,000 tested, 0.068% active. Jurkat FADD-/- TNF necroptosis rescue, ATP luminescence, 24 h; 0 = TNF only, 100 = no-TNF cells. AID 463075, 2010;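 active = activation, meaning protection from cell death, of at least 50% relative to plate controls; inactive = activation below 50%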;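 note: necroptosis triggered by 40 ng/mL TNF-alpha added together with compound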
# EP2 antag: human EP2 receptor antagonists, primary screen, TR-FRET cAMP, C6 glioma cells; Prostaglandin E2 receptor EP2 subtype (Homo sapiens), P43116; C6 glioma cells expressing human EP2; cells stimulated with saturating PGE2; inhibition, % at 25 µM; 260,000 tested, 0.52% active; AID 1422, 2008;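 active = percent inhibition above 40 after rounding to a whole number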;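 note: rat C6 glioma host cells with rolipram phosphodiesterase inhibitor present; the protocol text gives 20 µM as final concentration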
# Target sequence (P43116 whole entry, looked up): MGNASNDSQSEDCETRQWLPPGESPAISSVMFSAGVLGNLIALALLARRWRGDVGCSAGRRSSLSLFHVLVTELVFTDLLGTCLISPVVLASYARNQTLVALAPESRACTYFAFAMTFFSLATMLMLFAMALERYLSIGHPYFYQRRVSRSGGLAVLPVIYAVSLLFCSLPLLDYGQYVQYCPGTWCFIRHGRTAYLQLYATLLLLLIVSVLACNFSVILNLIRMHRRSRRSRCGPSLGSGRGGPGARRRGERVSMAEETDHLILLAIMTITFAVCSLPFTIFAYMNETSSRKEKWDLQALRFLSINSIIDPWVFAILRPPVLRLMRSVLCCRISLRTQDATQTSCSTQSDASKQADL
# Starred values were filed as active, the others as inactive; x = no result given; & = joins results of further samples.
SMILES,FXIa inh,FXIIa inh,PPC-1+TRAIL kill,Wee1 stabilizer,CHOP inhibitor,Tb hexokinase,zVAD death inh,TNF death inh,EP2 antag
COc1ccc(-c2c(C#N)c(SCc3c(C)noc3C)nc3c2C(=O)CC(C)(C)C3)cc1,-2,-10,0,-4,48,1,-0.7,-8.0,x
C1CN(c2nc3nonc3nc2N2CCSCC2)CCO1,6,11,8,-4,-5,-51,-0.6,0.7,11
CN1CCN(S(=O)(=O)c2ccc(NC(=O)Nc3cccc(Cl)c3)cc2)CC1,5,9,27,1,32,8,4.4,6.3,43*
CCN1CCCc2cc(CN(CCN3CCOCC3)C(=S)Nc3cccc(OC)c3)ccc21,4,4,-9,-5,-5,6,-0.1,2.5,3
CC(C)(C)n1nc(-c2ccc(F)cc2)c2c(N)ncnc21,6,13,6,-4,42,3,79*,2.6,16
Cc1nn(Cc2cccc(C(=O)Nn3cc([N+](=O)[O-])cn3)c2)c(C)c1[N+](=O)[O-],1,15,15,-2,31,-17,0.5,1.1,1
Cc1ccccc1CO/N=C/c1[nH]ncc1Br,1,6,22,3,12,-6,0.9,5.9,4
CN(c1ccc(C(=O)NCc2ccccc2)cc1)S(C)(=O)=O,6,23,13,5,-12,7,0.4,-0.3,-2
Cc1ccc(OC(=O)c2ccc(Br)o2)cc1,6,27,1,-2,21,5,-0.1,-3.1,19
CCCN(CCC)C(=S)NC(=O)c1ccc(Cl)cc1Cl,4,12,10,-2,-19,-4,-0.3,-2.7,3
COc1ccc(C)cc1NC(=O)C(OC(=O)c1ccc([N+](=O)[O-])o1)c1ccccc1 (stereo not given),-8,1,22,2,28,-8,1.1,0.7,4
COc1cccc(C(=O)N2N=C(c3ccccc3)CC2(O)C(F)(F)F)c1 (stereo not given),-3,3,4,1,44,33,1.3,0.2,8
Cc1cc(NC(=O)CSc2nnc(-c3ccncc3)n2Cc2ccccc2)n(-c2ccccc2)n1,-1,9,2,-2,-6,-2,0.6,2.3,4
C/C=C/c1ccc(OCC(=O)OCC(=O)NC2CC2)c(OC)c1,-1,5,5,0,9,-2,2.1,-0.3,8
Cc1cc(S(=O)(=O)NC2CCCCC2)ccc1OCC(=O)NCc1cccnc1,7,15,-10,-2,16,5,0.4,-0.9,4
CC(C)C(=O)Nc1ccc2c(c1)nc(CCN1CCN(C)CC1)n2C,-2,5,-16,0,3,-4,-0.2,0.3,4
CCC(=O)Nc1nc(C)c(-c2csc(Nc3ccc(S(=O)(=O)Nc4cc(C)on4)cc3)n2)s1,6,-5,12,-1,1,-9,1.1,-3.4,6
Cc1ccc(C(c2sc3nc(C)nn3c2O)N2CCN(CCO)CC2)cc1 (stereo not given),18,23,-6,x,-5,-18,-0.1,0.1,12
COC(=O)[C@@]1(Cc2ccc(OC)cc2)[C@H]2c3cc(C(=O)N(C)C)n(C[C@H](O)CO)c3C[C@H]2CN1C(=O)c1ccccc1,11,9,42,-2,2,-3,-1.1,-0.8,11
O=C(NNC(=S)NCc1ccccc1)c1ccc2c(c1)OCO2,6,6,30,3,-16,-7,-0.2,1.5,2
CCOc1ccc(C(C)=O)cc1CC(C(N)=O)C(N)=O,1,11,10,0,14,3,0.4,0.3,x
COc1cc(Cl)ccc1S(=O)(=O)n1nc(C)cc1C,-3,9,30,2,17,-1,1.6,0.1,12&12
Cc1ccc2oc(=O)c3cnn(CC(=O)N4CCN(c5ccccc5)CC4)c3c2c1,-8,-1,-10,0,10,-4,-0.3,-5.4,17
OC1(c2cccc(C(F)(F)F)c2)CCN(Cc2nnnn2CCc2ccccc2)CC1,-5,8,26,3,32,-2,-0.4,1.1,13
Cn1cc(/C=C2\SC(=S)N(NC(=O)c3ccccc3)C2=O)c2ccccc21,21,18,1,0,-20,-6,-0.5,3.4,11
CCCCC(=O)Nc1ccc(C(=O)N2CCN(C)CC2)cc1,7,-4,21,-2,-20,-9,0.4,-1.7,7
C[N+]1(C2CCC3CCCC2C3O)CCCCC1 (stereo not given),2,8,x,-4,6,-7,1.0,0.9,7
O=C(O)CN1C(c2ccccc2)=Nc2ccc(Br)cc2C1c1ccccc1 (stereo not given),1,9,x,4,-8,-13,-0.1,1.5,3
CCCCNC(=O)COc1ccccc1C(=O)c1cc(C#N)c(=O)n(CCOC)c1,6,2,13,2,-16,-17,0.6,2.5,3
CC(=O)c1cccc(NC(=S)NC(=O)CC(C)(C)C)c1,0,11,-18,-3,8,3,-0.3,0.4,4

# Looked up one by one from the entries so far (three):
SMILES,FXIa inh,FXIIa inh,PPC-1+TRAIL kill,Wee1 stabilizer,CHOP inhibitor,Tb hexokinase,zVAD death inh,TNF death inh,EP2 antag
CC(=O)c1cccc(NC(=S)NC(=O)CC(C)(C)C)c1,0,11,-18,-3,8,3,-0.3,0.4,4
Cc1ccc2oc(=O)c3cnn(CC(=O)N4CCN(c5ccccc5)CC4)c3c2c1,-8,-1,-10,0,10,-4,-0.3,-5.4,17
CCOc1ccc(C(C)=O)cc1CC(C(N)=O)C(N)=O,1,11,10,0,14,3,0.4,0.3,x

# (cont.)
SMILES,FXIa inh,FXIIa inh,PPC-1+TRAIL kill,Wee1 stabilizer,CHOP inhibitor,Tb hexokinase,zVAD death inh,TNF death inh,EP2 antag
O=S(=O)(c1ccc(F)cc1)N1CCCC(CO)C1 (stereo not given),-2,8,-24,2,0,-2,0.0,-3.9,x
CC(=O)C1=C(C)OC(N)=C(C#N)C1c1cc2cc(C)c(C)cc2nc1Cl (stereo not given),1,-3,17,1,13,-14,0.0,-4.3,9
c1ccc(C2CC(c3ccccc3)n3ncnc3N2)cc1 (stereo not given),2,5,0,1,22,2,0.4,0.0,15
O=C1CC(C(=O)Nc2ccccc2)C2(CCCC2)O1 (stereo not given),-16,-13,20,4,-13,-3,-0.2,-0.2,9&10
CC(C)CCNC(=O)CSc1nc2ccsc2c(=O)n1NC(=O)c1ccccc1,-4,-13,18,1,23,0,0.1,0.5,9
CC1(C(=O)Nc2cccc3ccccc23)CC1(Br)Br (stereo not given),1,4,5,1,15,-8,0.1,-4.4,13
CCOc1ccc(S(=O)(=O)N2CCN(C(=O)c3cccn3C)CC2)cc1,-4,-7,8,0,-5,2,-0.1,0.9,x
CCN1CCN(c2cc(C)c3cc(NC(=S)N4CCC5(CC4)OCCO5)ccc3n2)CC1,7,9,-9,1,-3,-15,7.3,3.5,4
COc1ccc(Cl)cc1NC(=O)CSc1nnc(CN2CCOCC2)n1-c1ccc(Cl)cc1,-5,6,21,0,9,-19,-0.9,-1.2,3
CCOC(=O)N1CCN(c2c(N3CCOCC3)c(=O)c2=O)CC1,-9,1,1,-2,1,-16,1.4,1.9,11
C=C(C)Cn1c(SCC(=O)N/N=C/c2cccc(O)c2)nc2ccccc2c1=O,-2,11,8,1,33,-4,0.3,2.1,16
O=C(Nc1ccc(Br)cc1F)c1sccc1-n1cccc1,3,3,12,1,9,8,1.4,1.6,10
CC(C)Cn1c(N)c(C(=O)COC(=O)[C@@H]2CCCN2C(=O)c2cccs2)c(=O)n(C)c1=O,-3,2,16,1,1,-1,0.8,-2.0,7
NNC(=O)c1sccc1OCc1ccc(Cl)cc1,0,7,15,-2,-1,-1,-0.6,-1.3,3
COc1ccc(NC(=O)Cn2c(=O)c(C)nc3ccccc32)cc1Cl,6,4,4,-1,7,-5,1.3,1.7,9
CCCCN(C(=O)NC(=O)Nc1nc2ccc(OC)cc2s1)S(C)(=O)=O,0,2,50,1,-14,-2,66,-1.6,8
O=C(c1ccccn1)N1CCN(c2ccc(C(F)(F)F)cn2)CC1,11,20,-7,-2,8,1,1.6,-1.7,6
COc1ccccc1Nc1ccc(Nc2ccccc2OC)nn1,-3,4,8,7,-7,0,16,-1.3,7
O=C(Cn1ncn2c(cc3ccccc32)c1=O)NCCC1=CCCCC1,1,14,-11,-2,18,3,0.2,-0.1,14
c1coc(CNc2nc3ccccc3n2CCN2CCOCC2)c1,6,0,0,4,5,-5,-0.1,-0.1,5
COc1ccc2c(c1)c(C(O)CN1CCC3(CC1)OCCO3)c(C)n2C (stereo not given),-4,-3,4,1,8,6,0.1,-3.1,11
COc1ccc(C(=O)NCC(=O)N=Nc2c(O)n(Cc3ccccc3)c3ccccc23)cc1OC,1,11,29,-2,10,-17,1.1,0.0,23
Nn1c(SCc2c(F)cccc2F)nnc1-c1ccccn1,-3,3,-2,4,2,-12,0.0,3.7,9
COc1ccccc1NC(=O)c1cc(OC)c(OC)cc1[N+](=O)[O-],-2,2,8,1,28,-8,0.6,0.6,7
COC(=O)Cn1c(=O)c2c(nc(Br)n2CC(=O)OC)n(C)c1=O,4,17,24,-2,-7,-1,-0.3,-0.9,-1
NC(=O)COC(=O)c1ccccc1OCc1ccccc1,-2,7,11,0,0,-3,2.2,0.1,-1
O=C(c1cccc2cccc(O)c12)N1CCCCC1,-8,1,-5,7,-4,-7,-0.3,-2.9,7
CCCCCOC(=O)C1=C(C)NC(=O)NC1c1ccccc1OCC (stereo not given),-2,8,4,0,42,1,0.9,-0.7,8
Cc1cc(C)n(CCn2nc(C)cc2C)n1,-8,-2,0,-4,14,3,0.1,-2.4,6
c1ccc(-c2nc(NCc3ccco3)c3ccccc3n2)cc1,8,13,6,0,9,2,0.1,1.7,7
O=C(Nc1ccccc1)C1CCCN(S(=O)(=O)c2ccc(-n3cnnn3)cc2)C1 (stereo not given),-2,12,5,-2,25,-12,1.8,-1.1,18&4
O=C(c1ccc(F)cc1)N1CCCC(c2ccccc2)C1 (stereo not given),2,2,13,-1,13,0,0.3,1.0,4
CC(=O)N=c1cccc(NC(C)=O)n1O,4,14,16,0,-8,2,0.1,1.2,10
Cc1[nH]c2ccccc2c1C(=O)C(=O)N1CCN(C)CC1,3,9,6,-2,-11,-30,-0.9,-0.7,7
CCN(CC)C(=O)C(=O)N/N=C/c1ccc(F)cc1,-6,-1,10,-2,8,2,14,0.6,14
O=C(NCCc1ccccc1)C1CCN(Cc2ccccc2F)CC1,6,13,-2,2,-8,8,1.4,1.3,1
Cn1c(=O)c2c(ncn2CC(=O)OCC(=O)NC(c2ccccc2)c2ccccc2)n(C)c1=O,3,7,-15,1,-24,-11,1.1,2.0,3
C#CC[N+]1(CC#Cc2ccc(C)cc2)CCCCC1,8,9,17,2,30,3,-0.2,0.6,6
CCNC(=O)COC(=O)c1sccc1C,-4,3,-21,0,9,2,5.1,0.1,6
Cc1ccc(OCC(=O)NC(C)c2ccccc2)c([N+](=O)[O-])n1 (stereo not given),8,17,18,1,-2,5,-1.5,-0.7,1
COc1ccc(-n2c(-c3ccc(Br)cc3)c[n+]3c2CCCCC3)cc1,0,5,41,-1,11,3,-1.1,-2.8,4
CC(C)OCCCn1c(-c2ccco2)nc2nc3ccccc3nc21,-18,-100,1,-3,-5,-18,-0.1,-9.1,x
O=[N+]([O-])c1ccc(-c2ccc(/C=N/Nc3nc(NCc4ccccc4)nc(N4CCOCC4)n3)o2)cc1,20,9,x,-1,-48,-9,7.2,-5.8,8
Cc1nn(-c2ccccc2)c(C)c1N,-10,1,4,-1,-14,-2,-0.8,0.7,7

# Some of the compounds tested; count on the stated rates, not on these rows.
